Assay outcomes: PubChem BioAssay, The Scripps Research Institute Molecular Screening Center
MITF primary: inhibitors of human MITF. O75030. AlphaScreen MITF homodimerization, bead proximity signal. inhibition, % at 2.6 µM. 650,000 tested, 0.91% active. AID 1259374; in the data active = inhibition above about 50%;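 also: 0% = vehicle wells with protein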
GPR151 activ: activators of human GPR151. activation, % at 11.2 µM. 650,000 tested, 1% active. PathHunter beta-arrestin GPR151 cells, luminescence. Q8TDV0; in the data active = activation above about 4.9%;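 also: 0% = median of compound wells and 100% = cells with positive control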
Target sequence (Q8TDV0 whole entry, looked up): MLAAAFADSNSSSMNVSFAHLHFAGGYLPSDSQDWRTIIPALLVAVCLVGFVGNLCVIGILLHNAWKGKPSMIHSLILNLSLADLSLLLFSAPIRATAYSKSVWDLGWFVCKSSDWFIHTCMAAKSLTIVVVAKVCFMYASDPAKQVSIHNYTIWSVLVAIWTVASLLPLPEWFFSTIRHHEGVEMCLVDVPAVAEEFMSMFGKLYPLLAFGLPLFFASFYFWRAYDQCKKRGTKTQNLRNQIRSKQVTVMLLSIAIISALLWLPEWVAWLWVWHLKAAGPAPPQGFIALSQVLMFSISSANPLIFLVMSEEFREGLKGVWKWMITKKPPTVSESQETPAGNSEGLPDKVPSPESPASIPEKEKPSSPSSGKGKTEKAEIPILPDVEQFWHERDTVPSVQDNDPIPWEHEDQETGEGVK
FBW7 act: activators of human E3 ligase FBW7; AlphaScreen FBW7–phospho-cyclin E peptide binding, activator screen; 650,000 tested, 0.13% active; Q969H0; normalized activity (activation), % at 26.1 µM; in the data active = normalized activity above about 1.9%;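 also: purified mutant Fbw7 with reduced substrate affinity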
Target sequence (Q969H0 whole entry, looked up): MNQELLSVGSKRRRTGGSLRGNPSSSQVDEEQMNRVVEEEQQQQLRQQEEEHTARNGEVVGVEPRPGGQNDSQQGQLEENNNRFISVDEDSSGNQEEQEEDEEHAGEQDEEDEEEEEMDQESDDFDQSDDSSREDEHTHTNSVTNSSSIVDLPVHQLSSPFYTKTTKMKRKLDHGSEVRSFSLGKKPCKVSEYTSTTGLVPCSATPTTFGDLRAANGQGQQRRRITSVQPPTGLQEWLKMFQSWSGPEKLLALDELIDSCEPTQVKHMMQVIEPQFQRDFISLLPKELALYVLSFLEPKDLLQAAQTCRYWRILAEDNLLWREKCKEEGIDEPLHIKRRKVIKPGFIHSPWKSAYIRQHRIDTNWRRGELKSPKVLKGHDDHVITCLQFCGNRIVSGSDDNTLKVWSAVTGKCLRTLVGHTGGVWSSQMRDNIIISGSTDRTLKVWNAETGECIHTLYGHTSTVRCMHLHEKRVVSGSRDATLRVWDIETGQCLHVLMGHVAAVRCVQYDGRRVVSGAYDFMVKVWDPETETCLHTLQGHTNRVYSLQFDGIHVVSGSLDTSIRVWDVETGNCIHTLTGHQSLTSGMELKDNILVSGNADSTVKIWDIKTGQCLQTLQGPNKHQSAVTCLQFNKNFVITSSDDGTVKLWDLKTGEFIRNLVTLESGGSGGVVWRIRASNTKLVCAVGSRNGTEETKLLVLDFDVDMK
TEAD-YAP inh: TEAD-YAP interaction inhibition; 640,000 tested, 1.4% active; HEK-TIYL cells, TEAD-Gal4/YAP UAS-luciferase luminescence; inhibition, % at 9.12 µM; in the data active = inhibition above about 32%;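 also: 0% = median of test compound wells and 100% = reference inhibitor wells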
The depositor's hits bear a star; & = joins results of further samples.

SMILES	MITF primary	GPR151 activ	FBW7 act	TEAD-YAP inh
O=C(CSc1ncnc2c1cnn2-c1ccccc1)N1CCc2ccccc21	-8	-1.3	0.1	-2
O=C(CCS(=O)(=O)c1ccc2c(c1)OCC(=O)N2)Nc1cccc(Br)c1	1	0.0	0.4	7
Clc1cccc(N2CCN(c3ccc4nnnn4n3)CC2)c1	12	1.4	0.2	9
COc1ccc(NC(=O)C(=O)N/N=C/c2ccc(Br)cc2)cc1	5	-1.1	-0.1	-2
COc1ccc(C(CC(=O)Nc2ccccn2)N2Cc3ccccc3C2=O)cc1OC (configuration not stated)	10	0.5	0.5	-13
CCn1nnnc1NCc1ccc(SC)cc1	-25	-0.1	0.0	-2
Cc1nn(CC(=O)N2CCOCC2)c(=O)c2cc3occc3n12	12	-0.5	0.3	-1
Cc1ccc(C)n1-c1ccc(C(=O)OCC(=O)c2ccc(Cl)cc2)cc1	-8	0.5	-0.1	-37
CC(=O)N1CCc2cc(S(=O)(=O)NCCC(=O)O)ccc21	5	-0.1	0.1	1
CCCC1CC(=O)C2=C(C1)Nc1nnnn1C2c1ccc(Cl)cc1 (configuration not stated)	5	0.9	0.2	8
COc1ccc(CCNC(=O)c2cc(NCCCN3CCCC3=O)nc3ccccc23)cc1	1	1.8	-0.1	8
O=C(NCCN1CCOCC1)c1ccc2c(=O)n(CC3CCCO3)c(=S)[nH]c2c1 (configuration not stated)	11	-0.6	0.0	-6
CC1CN(C(=O)c2ccccc2)OC(c2ccc(N(C)C)cc2)O1 (configuration not stated)	9	1.4	0.1	4
Cc1cc(-c2ccccc2)nc2cc(C(=O)OC(C)C)nn12	-1	0.8	0.4	3
O=c1c2ccccc2cnn1-c1ccc(F)cc1F	2	0.7	-0.4	-20
CC(C)c1cc(C(=O)NCc2cccnc2)nn1-c1nc2ccccc2s1	1	0.7	-0.1	26
O=C(CSc1nc2sc3c(c2c(=O)n1-c1ccccc1)CCCC3)NCCCO	6	-0.9	0.1	-2
COc1ccccc1-n1c(=S)sc2c(=O)n(Cc3ccccc3)c(SCc3cccc([N+](=O)[O-])c3)nc21	0	1.5	-0.1	2
CCOC(=O)c1c(=O)c2cc(F)c(F)cc2n2[nH]c(C)cc12	6	0.1	0.2	1
O=C(O)c1cccc(N=Cc2ccc(N3CCOCC3)cc2)c1	10	0.7	0.0	3
O=C(O)c1ccc(-c2ccc(F)cc2)o1	13	0.0	0.7	-4
Cc1ccc(NC(=O)CSCC(=O)Nc2ccccc2)cc1C	1	0.0	0.0	2
CCC(=O)NC(c1c(C)[nH]n(-c2ccccc2)c1=O)(C(F)(F)F)C(F)(F)F	6	-1.1	0.2	9
CCOc1ccc(C2C(C#N)=C(SCc3ccccc3Cl)NC(=O)C2C(=O)OC)cc1 (configuration not stated)	9	-0.6	0.1	2
CC(=O)NC(Cc1ccccc1)C(=O)NC1CCN(C(=S)Nc2ccccc2)CC1 (configuration not stated)	10	-0.4	0.2	12
O=C(NCC1CCCO1)Nc1ccc(F)cc1F (configuration not stated)	-4	1.1	0.2	-15
CC1CCc2c(sc(NC(=O)CN3C(=O)CCC3=O)c2C(N)=O)C1 (configuration not stated)	14	-0.8	0.3	1
O=[N+]([O-])c1ccc(N2CCCCC2)cc1Sc1nc2ccccc2[nH]1	13	1.0	-0.2	8
CN1CCN(NC(=O)COc2cc(Cl)c(Cl)cc2Cl)CC1	-5	4.3	-0.1	0
COC(=O)c1ccc(OC(=O)c2sc3ncn(Cc4cccc(F)c4)c(=O)c3c2C)cc1	15	0.9	0.0	-2
COc1ccc(C(=O)c2cnc3cc4c(cc3c2N2CCN(C)CC2)OCCO4)cc1	1	-0.8	0.1	-16
Cc1ccc(C2SCC(C(=O)O)N2C(=O)c2ccc(F)cc2)cc1 (configuration not stated)	1	0.3	-0.1	-2
Cc1csc(NC(=O)C2CCCN2C(=O)Oc2ccccc2)n1 (configuration not stated)	-9	1.8	0.4	0
COCCN1C(=O)CC(CC(=O)N(C)CCn2nc(C)cc2C)(c2ccccc2F)C1=O (configuration not stated)	3	0.0	0.2	-3
O=C1/C(=C/c2ccc(-c3ccc(Br)cc3)o2)C=C(c2ccccc2)N1c1ccc(Br)cc1	-10	-0.4	-0.1	-2
O=C(COc1ccccc1)Nc1nc(-c2cccs2)cs1	9	0.7	-0.1	-3
O=C(NNC1CC(=O)N(c2ccccc2)C1=O)c1cccc([N+](=O)[O-])c1 (configuration not stated)	4	-0.3	0.2	9
Cc1ccc(OC(=O)c2ccc(Cl)c([N+](=O)[O-])c2)cn1	8	0.1	0.2	0
COc1cc2nc(Nc3nccc4ccccc34)nc(N)c2cc1OC	-64	0.2	0.4	-1
O=C1/C(=C/c2ccc(-c3cc(Cl)ccc3Cl)o2)C=C(c2ccccc2)N1Cc1ccccc1	3	-0.8	0.1	2
Cc1cc(C)c(S(=O)(=O)Nc2cccc(C)n2)c(C)c1	10	-0.4	0.6	6
COC(=O)c1ccccc1OC(C)C(=O)Nc1c(C)n(C)n(-c2ccccc2)c1=O (configuration not stated)	-1	1.3	0.0	-5
CCCCS(=O)(=O)N1CCN(c2cc(-n3cccn3)ncn2)CC1	15	-2.5	0.2	15
COCCCNc1cc(C)nc2ccc(C)cc12	-14	-0.8	0.0	3
Cc1nnc(Sc2cc(C(=O)N3CCC4(CC3)OCCO4)c3ccccc3n2)s1	-1	-0.2	-0.4	-5
CCOC(=O)c1c(/N=c2\oc3ccccc3cc2C(=O)Nc2ccc(C)cc2)sc2c1CCCC2	7	0.7	-0.1	-16
C=C(C)Cn1c(N(C)Cc2ccccc2)nc2c1c(=O)n(C)c(=O)n2C	0	0.9	-0.2	17
COc1ccc(NC(=O)NC(C(F)(F)F)C(F)(F)F)cc1	-22	-0.2	-0.1	1

Not a retest: 2 of the compounds above.
SMILES	MITF primary	GPR151 activ	FBW7 act	TEAD-YAP inh
O=C(NNC1CC(=O)N(c2ccccc2)C1=O)c1cccc([N+](=O)[O-])c1 (configuration not stated)	4	-0.3	0.2	9
Cc1ccc(OC(=O)c2ccc(Cl)c([N+](=O)[O-])c2)cn1	8	0.1	0.2	0

(continued)
SMILES	MITF primary	GPR151 activ	FBW7 act	TEAD-YAP inh
O=C(Cc1cn(-c2ccc(N3CCN(c4ccccn4)CC3)nn2)c2ccccc12)Nc1ccccc1	13	0.1	-0.1	-21
COC(=O)c1ccc(COC(=O)c2ccncc2)cc1	6	-3.7	0.0	13
O=S(=O)(c1cccc2cccnc12)N1CCN(c2ncccn2)CC1	6	-1.0	0.2	3
COc1ccc(S(=O)(=O)NNC(N)=S)cc1	-2	0.1	-0.6	-7
COc1ccc2oc(=O)c(-c3cn4c(n3)sc3cc(Cl)ccc34)cc2c1	5	-0.7	0.1	11
COc1cccc(N2CCN(C(=O)CCC3(Cc4ccco4)CCC(=O)N3)CC2=O)c1 (configuration not stated)	-7	-1.4	0.0	2
O=C1NCC(c2ccccc2)C1C(=O)Nc1ccc(-c2cn[nH]c2)cc1 (configuration not stated)	-10	-2.0	0.2	-12
O=C(Nc1cccc(OC(=O)c2ccc(Br)c(S(=O)(=O)N3CCCCC3)c2)c1)c1ccc(Br)cc1	14	-0.7	0.2	20
C/C(=N/NC(=O)c1ccccn1)c1ccc2ccccc2c1	15	-2.2	-0.1	-12
CCS(=O)(=O)NCC(c1cccs1)S(=O)(=O)c1cccs1 (configuration not stated)	-6	-0.2	-0.3	-6
CC(NC(=O)/C(C#N)=C/c1ccc2c(c1)OCCO2)c1ccccc1 (configuration not stated)	12	0.6	0.3	-7
COc1cccc(N2CC(NC(=O)Nc3ccc(S(N)(=O)=O)cc3)CC2=O)c1 (configuration not stated)	-7	2.0	0.0	3

A section of the results above:
SMILES	MITF primary	GPR151 activ	FBW7 act	TEAD-YAP inh
COCCCNc1cc(C)nc2ccc(C)cc12	-14	-0.8	0.0	3
Cc1nnc(Sc2cc(C(=O)N3CCC4(CC3)OCCO4)c3ccccc3n2)s1	-1	-0.2	-0.4	-5
CCOC(=O)c1c(/N=c2\oc3ccccc3cc2C(=O)Nc2ccc(C)cc2)sc2c1CCCC2	7	0.7	-0.1	-16
C=C(C)Cn1c(N(C)Cc2ccccc2)nc2c1c(=O)n(C)c(=O)n2C	0	0.9	-0.2	17
COc1ccc(NC(=O)NC(C(F)(F)F)C(F)(F)F)cc1	-22	-0.2	-0.1	1
O=C(Cc1cn(-c2ccc(N3CCN(c4ccccn4)CC3)nn2)c2ccccc12)Nc1ccccc1	13	0.1	-0.1	-21
COC(=O)c1ccc(COC(=O)c2ccncc2)cc1	6	-3.7	0.0	13
O=S(=O)(c1cccc2cccnc12)N1CCN(c2ncccn2)CC1	6	-1.0	0.2	3
COc1ccc(S(=O)(=O)NNC(N)=S)cc1	-2	0.1	-0.6	-7
COc1ccc2oc(=O)c(-c3cn4c(n3)sc3cc(Cl)ccc34)cc2c1	5	-0.7	0.1	11
COc1cccc(N2CCN(C(=O)CCC3(Cc4ccco4)CCC(=O)N3)CC2=O)c1 (configuration not stated)	-7	-1.4	0.0	2
O=C1NCC(c2ccccc2)C1C(=O)Nc1ccc(-c2cn[nH]c2)cc1 (configuration not stated)	-10	-2.0	0.2	-12
O=C(Nc1cccc(OC(=O)c2ccc(Br)c(S(=O)(=O)N3CCCCC3)c2)c1)c1ccc(Br)cc1	14	-0.7	0.2	20
C/C(=N/NC(=O)c1ccccn1)c1ccc2ccccc2c1	15	-2.2	-0.1	-12

Later entries:
SMILES	MITF primary	GPR151 activ	FBW7 act	TEAD-YAP inh
O=C(NCCc1ccc(F)cc1)c1ccc(Cl)cc1[N+](=O)[O-]	-17	0.3	-0.1	-15
O=C(Nc1ccc(-c2nc3cc(Cl)ccc3o2)cc1)c1ccc([N+](=O)[O-])cc1Cl	-5	0.1	-0.1	-3
Cc1ccc(S(=O)(=O)N2CCCC(C(=O)NCc3ccco3)C2)cc1 (configuration not stated)	5	0.5	-0.1	10
NS(=O)(=O)c1cccc(NC(=O)CSc2nc3ccccc3o2)c1	-5	-0.6	-0.1	-18
O=C(C1CC=CCC1)N1CCC(c2[nH]ncc2-c2ccncc2)CC1 (configuration not stated)	11	-0.5	0.4	19
CCOC(=O)C1=CC2(SC=C(C(=O)OCC)S2)C2=C(S1)C(C)(C)N(C(=O)CC(C)C)c1ccc(OCC)cc12 (configuration not stated)	4	-0.6	-0.1	1
CCOC(=O)c1c(NC(=O)c2ccccc2NS(=O)(=O)c2ccc(C)cc2)sc2c1CCC2	-4	-0.3	-0.2	-10
CC(C(=O)NN=C1CCN(C)CC1)N(c1ccccc1)S(C)(=O)=O (configuration not stated)	5	-1.0	0.5	-1
CCSC1=NCCN1C(=O)c1c(-c2ccccc2Cl)noc1C	-7	-2.6	0.1	-9
CCOc1ccc(NC(C)=O)cc1	6&-4	-0.4&1.1	0.7&0.3	3
CC1CCCN(CC(O)COCCOc2ccc(Cl)cc2)C1 (configuration not stated)	13	-1.2	0.2	7
O=C(Cc1cn(-c2ccc(N3CCc4ccccc4C3)nn2)c2ccccc12)NC1CC1	5	2.0	0.0	-47
Cc1ccc(C)c(NC(=O)c2c[nH]c(=O)n(-c3ccc(C)c(C)c3)c2=O)c1	-8	0.2	0.0	5
CCOc1cc(/C=C2/C(=N)N3N=C(CC)SC3=NC2=O)ccc1OCCOc1cc(C)ccc1C(C)C	-4	1.6	-0.1	3
Cc1nc2cnc(-c3ccsc3)cn2c1NC(=O)c1cccs1	8	0.1	-0.1	-8
COc1ccccc1-n1c(SCC(=O)Nc2cc(OC)c(OC)c(OC)c2)nc2[nH]ncc2c1=O	7	1.5	0.1	4
CC(Oc1ccc(Cl)cc1Cl)C(=O)Nc1ccc(S(=O)(=O)N2CCCC2)cc1 (configuration not stated)	9	0.3	0.1	5
O=C(c1ccc2c(c1)N(Cc1ccccc1F)C(=O)c1ccccc1S2=O)N1CCCC1 (configuration not stated)	-7	1.3	0.2	-5
CC(C)(C)C(=O)COC(=O)c1ccc2c(c1)OCO2	-8	0.1	0.1	-4
COc1ccc(C2(O)C(=O)c3ccccc3C2=O)cc1	2	-1.4	0.2	-4
O=C(OC1CCCCCCCCCCC1)c1ccccc1C(=O)c1ccccc1	9	-0.2	0.7	4
Cc1ccc(S(=O)(=O)Nn2c(=S)[nH]c3ccccc3c2=O)cc1	3	-0.4	0.1	-2
Cc1cc(NC2CC2)nc(-c2csc3ccccc23)n1	6	0.7	0.1	-38
COCCCn1c(=N)c(C(=O)NCCN2CCOCC2)cc2c(=O)n3ccccc3nc21	1	1.2	0.1	-16
CC1CN(CCNC(=O)c2cn[nH]c2)Cc2ccccc2O1 (configuration not stated)	-11	0.6	-0.2	-4
CCCOc1ccccc1C1NC(=O)NC(C)=C1C(=O)OCC1CCCCC1 (configuration not stated)	18	0.7	0.2	11
Cc1ccc(C)c(NS(=O)(=O)c2ccc3c(c2)n(C)c(=O)c(=O)n3C)c1	4	-0.1	0.0	7
O=C(NC1CCN(C(=O)NCc2ccccc2)CC1)c1cccc(F)c1	-1	5.6*	-0.1	-3
CCCCS(=O)(=O)Nc1ccc2ncn(C)c(=O)c2c1	7	0.8	-0.2	1
CC(C)NC(=O)CSc1nc(-c2ccccc2)nc2ccccc12	6	-0.1	0.0	6
C=CC[C@@H]1CC=C[C@@H](C)N1C(=O)CCc1nnc(-c2ccc3c(c2)OCO3)o1	-2	2.9	0.1	-56
O=C(Oc1coc(CSc2ncccn2)cc1=O)c1ccc(Br)o1	7	0.1	-0.1	-4
NC(=O)c1ccccc1NC(=O)c1cc2ccccc2oc1=O	5	-0.2	0.1	-40
CC(C)(C)c1ccc(C(=O)N/C(=C/c2cccs2)C(=O)NCc2ccoc2)cc1	7	-1.6	0.6	3
CC(C)(C)NC(=O)CSc1nc(O)cc(=O)n1-c1ccccc1	14	-1.2	0.8	3
O=C(Nc1nc(-c2ccc(Br)cc2)cs1)c1c(O)c2ccccc2[nH]c1=O	12	0.3	0.0	3
O=C(N=P(c1ccccc1)(N1CCOCC1)N1CCOCC1)c1ccccc1[N+](=O)[O-]	12	-0.9	0.2	-1
